# From PubChem BioAssay
# PhoP inhibition: inhibitors of PhoP regulon expression, primary screen, Salmonella Typhimurium, GFP reporter (AID 1863); S. Typhimurium PhoP-regulated promoter GFP reporter, 4 h; higher % means a stronger effect; inhibition, % at 50 µM, or IC50 in µM where a hit was titrated; 300,000 tested, 0.16% active;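 active = inhibition over 29.93%, a cutoff 3 SD above the screen mean, later confirmed by dose response; inconclusive = inhibition over 29.93% but no dose response follow-up; inactive = inhibition at most 29.93% or unconfirmed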;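 note: 0% = low Mg2+ inducing control and 100% = high Mg2+ repressing control; strong numbers were not always called active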
# LYP phosphatase: inhibitors of LYP phosphatase, biochemical, fluorescence intensity, uHTS (AID 1779). one-dose inhibition, % at 11.5 µM; IC50 in µM for titrated hits. 290,000 tested, 0.054% active. recombinant LYP phosphatase, fluorescence intensity; higher % means a stronger effect; in the data active = inhibition above about 50%;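 note: plate controls were vehicle with enzyme for no effect and no enzyme for full effect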
# RSV CPE inhibition: inhibition of RSV-induced cytopathic effect – HEp-2 cells, primary 10 µM value included (AID 2391); HEp-2 cells, RSV-induced CPE inhibition; higher % means a stronger effect; one-dose CPE inhibition, % at 10 µM; IC50 in µM for titrated hits; 310,000 tested, 0.13% active; in the data active = a potency from the dose series; inconclusive = CPE inhibition mostly from about 23% at the one dose, without a potency; inactive = the rest, 99 in 100 with CPE inhibition below about 21%; note: strong numbers were not always called active
# West Nile antiviral: West Nile virus antiviral activity, cell-based, CPE readout (AID 1621); 290,000 tested, 0.02% active; CPE inhibition, % at 10 µM; hits with a dose series show IC50 in µM; West Nile virus-infected cells, CPE inhibition; higher % means a stronger effect; in the data active = a potency from the dose series; inconclusive = CPE inhibition mostly from about 3.7% at the one dose, without a potency; inactive = the rest, 99 in 100 with CPE inhibition below about 2.2%; note: strong numbers were not always called active
# Large T inhibition: TAg ATPase/helicase activity blockers – biochemical (AID 1903) | inhibition, % at 20 µM; hits with a dose series show IC50 in µM | 310,000 tested, 0.39% active | SV40 large T antigen ATPase/helicase inhibition assay; higher % means a stronger effect; in the data active = a potency from the dose series; inconclusive = inhibition mostly from about 32% at the one dose, without a potency; inactive = the rest, 99 in 100 with inhibition below about 32%; note: strong numbers were not always called active
# Rac1 GTP hydrolysis: MgcRacGAP GTPase-activating activity inhibitors, confirmation, biochemical, ADP Hunter fluorescence; AID 624330; 340,000 tested, 0.6% active; MgcRacGAP-stimulated Rac1 GTP hydrolysis, ADP Hunter fluorescence; higher % means a stronger effect; GST-tagged Rac1 F28L mutant substrate; one-dose inhibition, % at 30 µM; IC50 in µM for titrated hits;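 active = first-screen hits whose inhibition reached a set limit at any dose in the follow-up dose series; inconclusive = inhibition above the set first-screen limit but never retested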;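 note: fluorescence reports GDP produced by GAP-driven GTP hydrolysis; strong numbers were not always called active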
# GPR35 arrestin U2OS: GPR35 antagonists blocking zaprinast-driven arrestin recruitment, primary screen, imaging, U2OS, beta-arrestin-GFP, zaprinast agonist (AID 2058). U2OS GPR35 beta-arrestin-GFP translocation imaging, zaprinast antagonism; higher % means a stronger effect. inhibition, % at 10 µM, or IC50 in µM where a hit was titrated. 290,000 tested, 0.052% active;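 active = inhibition of at least 50% with at least 30 cells and total cytoplasm GFP at most 10,000,000; inconclusive = under 30 cells or total GFP of 10,000,000 plus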
# NS5 inhibitors: Dengue-2 NS5 methyltransferase inhibitors, primary screen, biochemical, confirmation dose response (AID 588689); Dengue-2 NS5 methyltransferase capping enzyme assay, biochemical; higher % means a stronger effect; one-dose inhibition, % at 25 µM; IC50 in µM for titrated hits; 340,000 tested, 0.3% active; in the data active = a potency from the dose series; inconclusive = inhibition above about 29% without an active follow-up result
# ER stress rescue: protection against thapsigargin-triggered cell killing – 384-well, CSM14.1, ATP luminescence, primary screen (AID 1222). CSM14.1 thapsigargin-induced death rescue, ATP luminescence; higher % means a stronger effect. cellular ATP content (survival), % at 20 µM; hits with a dose series show EC50 in µM. 190,000 tested, under 10 active;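 active = EC50 below 50 µM in the dose-response confirmation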;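 note: death triggered by thapsigargin at about 15 µM added after 2 h compound pretreatment; cell ATP read after overnight thapsigargin exposure of roughly 18 to 22 hours; normalized against plate controls of thapsigargin alone and 5% DMSO vehicle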
# NS5 inhibitors pilot replicate: further read-out of NS5 inhibitors, marked with its call; inhibition, %; measured here: pilot screen replicate inhibition
# * hit, by the source's call; u = inconclusive; x = no result given.
SMILES,PhoP inhibition,LYP phosphatase,RSV CPE inhibition,West Nile antiviral,Large T inhibition,Rac1 GTP hydrolysis,GPR35 arrestin U2OS,NS5 inhibitors,ER stress rescue,others
CCSc1nnc(NC(=O)C(CC)Oc2ccccc2)s1 (stereo not drawn),-15%,4%,1.7%,0.5%,16%,8%,-8%,-6%,-3.5%,
CNc1nc2cccnc2s1,-2%,-7%,1.6%,0.0%,10%,9%,-10%,1%,x,
COc1ccc(C2=CSC3=NCCN23)cc1Cl,16%,-3%,0.2%,-0.3%,9%,12%,4%,-7%,x,
Nn1cc(-c2ccccc2)nc1SCC(=O)NCC(F)(F)F,9%,-7%,3.2%,x,3%,8%,-10%,-5%,-0.4%,
Cc1cccc2cc3c(NC(=O)CC(C)C)nn(C)c3nc12,-2%,-7%,1.5%,0.1%,0%,7%,-8%,2%,-1.0%,
CC(Cc1c[nH]c2ccccc12)NC(N)=O (stereo not drawn),4%,-4%,4.3%,0.2%,5%,-11%,-4%,5%,-1.0%,
Cc1ccccc1C(=O)Nc1nnc(-c2ccncc2)o1,-6%,-3%,0.8%,0.4%,9%,-3%,7%,1%,-1.8%,
CCCCN(C(=O)c1cccc(S(=O)(=O)N2CCN(C)CC2)c1)c1c(N)n(CCC)c(=O)[nH]c1=O,-9%,x,-0.6%,x,9%,13%,x,-1%,x,
CCOC(=O)C1=C(C)NC(=O)NC1c1cc(Br)c(O)c(OC)c1 (stereo not drawn),6%,-4%,3.1%,0.5%,10%,13%,-10%,3%,x,
CC(C)(C)N(Cc1ccccc1)C(=O)COC(=O)CN1C(=O)NC2(CCCC2)C1=O,-2%,-7%,0.2%,-1.0%,15%,5%,-12%,-5%,x,
Clc1ccccc1CSc1nnc(-c2cccnc2)n1Cc1ccco1,-4%,-4%,1.9%,-0.4%,-2%,5%,18%,-24%,3.7%,
O=C(Oc1ccc(Cl)cc1)N1CCCCC1,-2%,1%,4.3%,0.4%,7%,-3%,-11%,-4%,-2.3%,
CN(C)CCCNc1nc(-c2ccc(Cl)cc2)nc2ccccc12,-3%,-7%,0.1%,u,13%,17%,12%,6%,x,
COc1ccc(CC(=O)N2CCN(C(=O)Cc3ccc(OC)cc3)CC2)cc1,3%,-5%,2.4%,x,5%,-1%,11%,-1%,-0.9%,
COc1cc(-c2nc3ccccn3c2NCc2ccccc2)ccc1SC1CCCCC1,x,x,-1.6%,x,14%,6%,x,-9%,x,
O=C(NNC(=O)c1ccccc1-c1ccccc1C(=O)O)c1cccc([N+](=O)[O-])c1,0%,-7%,1.8%,0.4%,3%,2%,6%,1%,-4.0%,
COc1ccc(CCCc2nnc(SCc3nc4ccccc4c(=O)[nH]3)n2C)cc1,-3%,-1%,0.2%,-0.5%,9%,3%,-3%,-7%,-0.2%,
O=c1c2c(nc3cc(-c4cccc(Cl)c4)[nH]n13)CCCC2,-12%,-6%,39%,-0.5%,20%,2%,-7%,1%,-2.3%,
COc1ccc(N2CCN(CC(O)c3c[nH]c4ccc(OC)cc34)CC2C)cc1 (stereo not drawn),9%,-7%,-1.1%,-0.2%,19%,10%,0%,x,-2.0%,
N#CCCN(C(=O)COC(=O)c1ccc(S(=O)(=O)N2CCCCCC2)cc1)c1ccccc1,0%,x,0.2%,x,10%,2%,x,3%,x,
Cc1ccc(NC(=S)NC(=O)c2ccc(F)cc2)cc1S(=O)(=O)Nc1ccccc1Cl,13%,6%,12%,-0.7%,1%,-5%,-11%,-3%,7.7%,
CCc1ccc2[nH]c(=O)c(CN(Cc3nnnn3C3CCCC3)C3CCCCC3)cc2c1,1%,1%,21%,-0.1%,4%,11%,5%,4%,1.7%,
CCCCC[n+]1ccn(-c2nc3ccccc3nc2[N-]S(=O)(=O)c2ccc(C)cc2)c1,-2%,9%,1.4%,-0.1%,4%,2%,4%,5%,-0.4%,
CCOCCCNC(=S)N1C2CCC1CC(NC(=O)Nc1ccc(C(=O)OCC)cc1)C2 (stereo not drawn),x,-2%,-1.3%,-0.9%,x,6%,4%,-6%,2.2%,
Fc1ccc2nc(Nc3nc4c(F)cccc4s3)sc2c1,-10%,-3%,13%,-1.1%,17%,9%,15%,0%,-1.6%,
Cc1cc(NS(=O)(=O)c2ccc(NC(=O)CCCOc3ccccc3C)cc2)nc(C)n1,8%,-8%,2.7%,0.4%,8%,10%,-5%,-2%,x,
COc1cccc(C(=O)Nc2cccc(-c3ccc(N4CCOCC4)nn3)c2)c1,10%,x,-0.1%,x,20%,5%,x,-4%,x,
COc1cc(Cl)c(C)cc1NC(=O)CC1CCCC1,0%,-9%,7.9%,-0.5%,8%,3%,17%,-2%,x,
CCN(CC)CCCNC(=O)C1c2cc(OC)c(OC)cc2C(=O)N(C)C1c1cccs1 (stereo not drawn),10%,-7%,1.8%,0.2%,5%,4%,-28%,2%,0.3%,
Cc1c(NC(=O)CSc2n[nH]c(-c3ccccc3)n2)c(=O)n(-c2ccccc2)n1C,10%,1%,1.1%,0.3%,0%,2%,2%,-1%,3.6%,
Cc1nn(CC(=O)Nc2ccc(C(C)C)cc2)c(C)c1[N+](=O)[O-],5%,8%,1.3%,-0.6%,7%,8%,7%,-8%,0.0%,
COc1cccc(NC(=S)Nc2cccc3ccccc23)c1,11%,9%,1.4%,-0.5%,4%,9%,1%,1%,x,
CC1(C)CC(=O)C2=C(C1)NC(=O)CC2c1cccc(F)c1 (stereo not drawn),3%,-6%,0.4%,-0.1%,10%,9%,6%,0%,-2.3%,
COc1ccc(Nc2ccc(S(=O)(=O)N3CCCCC3)cc2[N+](=O)[O-])cc1,10%,1%,2.3%,-1.5%,5%,-5%,-6%,-5%,-0.5%,
Cc1ccc(NC(=O)CSc2nnc(CNC(=O)c3c(F)cccc3Cl)o2)cc1,25%,0%,1.1%,0.7%,1%,7%,-2%,1%,x,
O=C(c1ccc(Cl)cc1[N+](=O)[O-])N(Cc1ccccc1)Cc1ccccc1,-2%,2%,5.7%,-1.8%,7%,x,-8%,x,-2.4%,
COc1ccccc1OC(C)C(=O)Nc1nc(-c2ccc(S(=O)(=O)N3CCOCC3)cc2)cs1 (stereo not drawn),6%,4%,2.3%,0.6%,-3%,6%,3%,-2%,-1.6%,
Cn1c(Cn2c(=O)sc3ccccc32)nnc1SCC(=O)Nc1cccc(Cl)c1,-9%,-3%,0.1%,-0.1%,2%,1%,7%,-4%,0.2%,
CC1(C)NC(=O)N(CC(=O)N2CCCC(C(F)(F)F)C2)C1=O (stereo not drawn),4%,x,-0.6%,x,16%,12%,x,-4%,x,
O=C(N/N=C/c1cccs1)c1cccc(S(=O)(=O)Nc2ccc(Cl)cc2)c1,6%,-2%,1.3%,-0.1%,7%,10%,10%,-8%,0.2%,

# A draw from above in order of molecular weight, lowest first.
SMILES,PhoP inhibition,LYP phosphatase,RSV CPE inhibition,West Nile antiviral,Large T inhibition,Rac1 GTP hydrolysis,GPR35 arrestin U2OS,NS5 inhibitors,ER stress rescue,others
Cc1nn(CC(=O)Nc2ccc(C(C)C)cc2)c(C)c1[N+](=O)[O-],5%,8%,1.3%,-0.6%,7%,8%,7%,-8%,0.0%,
O=C(c1ccc(Cl)cc1[N+](=O)[O-])N(Cc1ccccc1)Cc1ccccc1,-2%,2%,5.7%,-1.8%,7%,x,-8%,x,-2.4%,
O=C(N/N=C/c1cccs1)c1cccc(S(=O)(=O)Nc2ccc(Cl)cc2)c1,6%,-2%,1.3%,-0.1%,7%,10%,10%,-8%,0.2%,

# Remaining list, next part
SMILES,PhoP inhibition,LYP phosphatase,RSV CPE inhibition,West Nile antiviral,Large T inhibition,Rac1 GTP hydrolysis,GPR35 arrestin U2OS,NS5 inhibitors,ER stress rescue,others
Cc1cc(NC(=O)c2ccccc2F)on1,-2%,-7%,-0.5%,0.2%,1%,10%,-9%,-8%,-2.6%,
S=c1[nH]nc(Cc2cccs2)n1-c1cccc2ccccc12,0%,-4%,4.0%,-0.2%,14%,4%,0%,6%,-7.5%,
COc1cccc(NC(=O)CN(c2cccc(OC)c2)S(C)(=O)=O)c1,1%,-7%,0.7%,0.7%,4%,x,6%,x,1.9%,
COc1ccc(N=c2scc(-c3ccc(S(=O)(=O)N4CCOCC4)cc3)n2CCCO)cc1,9%,-1%,x,-0.2%,4%,x,7%,x,1.5%,
O=[N+]([O-])c1cc(-c2n(-c3ccccn3)c3ccccc3[n+]2-c2ccccn2)ccc1Cl,8%,4%,0.7%,-1.3%,5%,6%,5%,-5%,0.1%,
COc1ccc(C(=O)C2CCCN(Cc3ccc(C#CCCO)cc3)C2)cc1F (stereo not drawn),1%,-9%,-0.7%,-1.2%,8%,6%,6%,-1%,-1.0%,
COc1ccc(Br)cc1C(=O)NC(=S)Nc1c(C)n(C)n(-c2ccccc2)c1=O,7%,-7%,1.2%,-0.2%,12%,7%,-5%,-2%,x,NS5 inhibitors pilot replicate=2.1
COc1cccc(C2C(C#N)=C(N)N(c3ncn[nH]3)C3=C2C(=O)CCC3)c1 (stereo not drawn),-3%,-6%,-0.2%,0.6%,10%,8%,1%,-5%,-1.3%,
CC1C(C#N)=C(N)OC2=C1C(=O)CC(c1ccccc1)C2 (stereo not drawn),-2%,-5%,0.5%,0.9%,7%,8%,0%,-7%,-0.5%,
c1ccc2c(c1)CCCN2c1nc(N2CCOCC2)nc(N2CCOCC2)n1,-7%,-4%,5.1%,-1.1%,7%,11%,-4%,-1%,x,
COc1ccc(CCNC(=O)c2cccnc2SC)cc1,1%,-6%,-0.3%,0.0%,4%,7%,-5%,-3%,0.1%,
NC(=S)Nc1cccc2cn[nH]c12,-5%,-7%,-1.3%,1.2%,26%,6%,-1%,-6%,x,
C=C(C)COc1ccc(-c2n[nH]c(C)c2-c2ccccc2)c(O)c1,-6%,10%,-4.4%,0.1%,15%,14%,3%,8%,x,
COc1ccc2nc3cccc(OC)c3nc2c1,-5%,-6%,0.0%,0.3%,-8%,16%,-3%,>100µM*,-1.1%,
NCc1cc2c3c(c1)CCCN3CCC2,3%,-31%,1.5%,-0.5%,19%,21%,5%,5%,x,
Cc1csc(NC(=O)CSc2nnc(-c3ccc(S(=O)(=O)N4CCCC4)cc3)o2)n1,8%,-5%,-0.3%,0.3%,13%,7%,-2%,-3%,0.3%,
CCOc1ccc(S(=O)(=O)Nc2ccc3c(c2)OCO3)c2cccnc12,-3%,-5%,1.7%,-0.2%,30%,7%,27%,4%,-2.5%,
O=C(Nc1c(-c2cccs2)nc2ccccn12)c1ccccc1F,-4%,-4%,0.0%,-0.6%,8%,0%,-4%,-8%,-1.9%,
Cc1ccc(S(=O)(=O)N(CC(=O)NCc2cccnc2)C2CCCCC2)cc1,-10%,-8%,-0.8%,-0.4%,5%,-4%,-8%,-8%,2.0%,
Cc1ccccc1C(=O)OCCN1CCOCC1,-2%,0%,1.6%,0.1%,5%,7%,4%,-3%,-0.4%,
